Assay outcomes: PubChem, several laboratories
CHT block: human CHT choline transport inhibition; 310,000 compounds, 0.86% hits; Q9GZV3; CHT-expressing cells, membrane potential dye, choline response; hits give low values; AID 488975; B-score at 10 µM;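 active = B-score over 3 SD under the library average, and starting fluorescence ratio not unusually high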;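 note: choline stimulus applied at its EC90 after an EC20 pre-addition; B-score computed on integrated fluorescence ratio after choline addition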
Target sequence (Q9GZV3 whole entry, looked up): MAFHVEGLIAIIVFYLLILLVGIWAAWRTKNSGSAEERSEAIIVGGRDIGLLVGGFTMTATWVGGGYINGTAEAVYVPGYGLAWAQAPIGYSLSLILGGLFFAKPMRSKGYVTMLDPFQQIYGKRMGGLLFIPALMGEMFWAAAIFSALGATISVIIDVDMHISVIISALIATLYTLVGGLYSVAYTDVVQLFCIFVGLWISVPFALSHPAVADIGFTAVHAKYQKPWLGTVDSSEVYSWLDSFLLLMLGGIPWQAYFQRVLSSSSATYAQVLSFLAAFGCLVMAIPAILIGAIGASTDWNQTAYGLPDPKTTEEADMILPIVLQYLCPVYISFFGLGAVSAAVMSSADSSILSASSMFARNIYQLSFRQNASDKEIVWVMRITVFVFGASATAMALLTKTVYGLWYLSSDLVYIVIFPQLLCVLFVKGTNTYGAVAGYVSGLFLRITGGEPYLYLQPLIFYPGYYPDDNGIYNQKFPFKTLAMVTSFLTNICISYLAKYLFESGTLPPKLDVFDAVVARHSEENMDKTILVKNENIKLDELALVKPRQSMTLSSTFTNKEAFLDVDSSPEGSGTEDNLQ
CHT PAM: allosteric activators of human choline transporter CHT; Q9GZV3; CHT-expressing cells, membrane potential dye, choline EC20; hits give high values; LV-AA mutant CHT in HEK293 cells; B-score at 10 µM; 310,000 compounds, 0.49% hits;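 active = initial fluorescence not abnormally high and integrated response B-score, plate-corrected, over 3 SD above library mean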
STK33 kinase inh: blocks human STK33 kinase activity. purified STK33, MBP phosphorylation, ADP-Glo luminescence. inhibition, % at 10 µM. 320,000 compounds, 0.073% hits;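 active = inhibition at or above 25%, using the most active replicate where run in duplicate; inactive = inhibition below 25%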
Target sequence (Q9BYT3 whole entry, looked up): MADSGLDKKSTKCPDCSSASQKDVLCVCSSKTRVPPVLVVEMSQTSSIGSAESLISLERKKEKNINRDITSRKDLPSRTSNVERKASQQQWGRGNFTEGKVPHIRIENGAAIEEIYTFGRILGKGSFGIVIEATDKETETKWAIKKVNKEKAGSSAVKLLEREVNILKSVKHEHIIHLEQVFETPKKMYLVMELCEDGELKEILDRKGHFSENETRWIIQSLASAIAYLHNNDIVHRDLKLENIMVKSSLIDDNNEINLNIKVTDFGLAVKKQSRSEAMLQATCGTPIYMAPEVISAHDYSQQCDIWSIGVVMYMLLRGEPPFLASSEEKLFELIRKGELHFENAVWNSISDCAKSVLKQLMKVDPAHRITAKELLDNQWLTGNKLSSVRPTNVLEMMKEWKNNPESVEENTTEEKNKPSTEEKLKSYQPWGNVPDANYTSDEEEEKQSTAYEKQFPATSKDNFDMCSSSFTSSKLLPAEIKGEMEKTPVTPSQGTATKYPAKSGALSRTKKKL
The depositor's hits bear a star; i = inactive; nt = not tested or not shown.

SMILES	CHT block	CHT PAM	STK33 kinase inh
O=S(=O)(N[C@@H]1C[C@H]2CC[C@@H]1C2)c1cccs1	i	i	-2.0
C/C(=N\N=c1/scc(C)n1Cc1ccco1)c1cccc([N+](=O)[O-])c1	i	i	-1.3
Cc1[nH]c(=O)[nH]c(=O)c1S(=O)(=O)N1CCCCC1	i	i	-0.7
O=C(N[C@@H](Cc1ccccc1)C(=O)O)c1cccnc1	i	i	-0.1
Cc1ccc(-c2nc3ncccc3o2)cc1NC(=O)C(C)(C)C	i	i	-0.5
O=C(Nc1ccccc1)Nc1ccc2ccccc2c1	i	i	-1.1
Cc1cc([N+](=O)[O-])nn1CC(=O)N1c2ccccc2CC1C (stereo not given)	i	i	-1.1
O=C(O)CC(NC(=O)C12CC3CC(CC(C3)C1)C2)c1cc([N+](=O)[O-])ccc1Cl (stereo not given)	i	i	-0.5
CSc1ccc(NC(=O)N2CC=C(n3c(=O)[nH]c4ccccc43)CC2)cc1	i	i	1.8
COc1c(C(=O)Nc2ccc(Cc3ccncc3)cc2)ccc2ccccc12	i	i	-0.3
O=C(CCn1nnnc1CN1CCOCC1)N1CCC(c2ccccc2F)C1 (stereo not given)	i	i	-2.7
O=c1c2ccccc2nc(/C=C/c2ccccc2)n1CCc1ccccc1	i	i	0.5
CCOc1ccc(CN(C)C(=O)c2cc3ccccc3o2)cc1OC	i	i	-0.7
CCOC(=O)c1c(CSc2ccccc2)n(C)c2cc(Br)c(OC)c(O)c12	i	i	-1.3
COc1ccc(C2C(C(=O)N3CCC(C)CC3)c3ccccc3C(=O)N2C)cc1 (stereo not given)	i	i	-1.4
CCn1c(C)nc2cc(C(=O)NNC(=O)CCC3CCCCC3)ccc21	i	i	-3.1
COc1ccc(-c2c(C(C)=O)c(C)n(C)c2C)cc1	i	i	0.0
Nc1ccccc1SCC(O)Cn1ccc2ccccc21 (stereo not given)	i	i	-1.6
CCOc1cc(N2CCOCC2)c(OCC)cc1NC(=O)Cn1cnc2c(=O)n(C)c(=O)n(C)c21	i	i	-0.5
COC(=O)c1ccc2c(c1)NC1=C(C(=O)CC(C)(C)C1)C(c1ccncc1)N2 (stereo not given)	i	i	-0.8
COc1ccc(Cc2noc(CN3CCCC(C(=O)c4cccs4)C3)n2)cc1OC (stereo not given)	i	i	-2.1
CCC(=O)OCC(=O)Nc1ccc([N+](=O)[O-])cc1OC	i	i	2.1
Cc1ccc(-c2csc(NC(=O)C3CC(=O)N(Cc4ccco4)C3)n2)cc1 (stereo not given)	i	i	-1.2
O=C(Nc1ccc2nc(C3CC3)n(Cc3ccc(F)cc3)c(=O)c2c1)c1ccco1	i	i	1.2
Cc1cccc(NC(=S)N2CCCCCC2)c1C	i	i	-2.5
COc1cccc(NC(=O)CSC2=NN3CCCC(=O)N=C3S2)c1	i	i	1.1
O=C(Nc1cccc(-c2nc3ccccc3o2)c1)c1cccnc1	i	i	-1.6
O=C(NNS(=O)(=O)c1ccc(Cl)cc1)NC1CCCCC1	i	i	-0.1
C=CCNC(=O)c1cc(Cl)ccc1[N+](=O)[O-]	i	i	-1.6
CCCN(C(=O)COC(=O)CC1CCCCC1)c1c(N)n(Cc2ccccc2)c(=O)[nH]c1=O	i	i	-1.3
CCOC(=O)c1c(O)c2ccccc2n(CC)c1=O	i	i	-1.7
COc1ccc(C(=O)Cn2c(NCCCO)nc3ccccc32)cc1OC	i	i	-3.3
Cc1cc(C)cc(SCc2noc(C(=O)NCCC(C)C)c2C(=O)NCCC(C)C)c1	i	i	0.6
Cc1ccc(NC(=S)NC(NC(=O)c2ccccc2C)C(Cl)(Cl)Cl)c(C)c1 (stereo not given)	i	i	-2.0
COc1ccc(NC(=O)C(=O)NNC(=O)COc2ccc(Cl)cc2)c(OC)c1	i	i	-0.7
CCN(CC)C(=O)C(=O)Nc1cc(C(F)(F)F)ccc1Cl	i	i	-0.9
CC1(c2ccc(OC(F)F)cc2)NC(=O)N(CC(=O)Nc2cccc(F)c2)C1=O (stereo not given)	i	i	-0.7
COc1ccccc1/C=C\C=N\n1c(-c2ccc(Cl)cc2Cl)n[nH]c1=S	i	i	-2.6
CC(=O)Nc1ccc(SCCCC(=O)c2ccccc2)cc1	i	i	-1.4
CCOc1nc2ccccc2cc1/C=C/C(=O)O	i	i	0.7

Rewritten with values under each structure: entries from further up.
Sequence of screens: CHT block	CHT PAM	STK33 kinase inh
> O=C(Nc1ccc2nc(C3CC3)n(Cc3ccc(F)cc3)c(=O)c2c1)c1ccco1
→ i	i	1.2
> Cc1cccc(NC(=S)N2CCCCCC2)c1C
→ i	i	-2.5
> COc1cccc(NC(=O)CSC2=NN3CCCC(=O)N=C3S2)c1
→ i	i	1.1
> O=C(Nc1cccc(-c2nc3ccccc3o2)c1)c1cccnc1
→ i	i	-1.6
> O=C(NNS(=O)(=O)c1ccc(Cl)cc1)NC1CCCCC1
→ i	i	-0.1
> C=CCNC(=O)c1cc(Cl)ccc1[N+](=O)[O-]
→ i	i	-1.6
> CCCN(C(=O)COC(=O)CC1CCCCC1)c1c(N)n(Cc2ccccc2)c(=O)[nH]c1=O
→ i	i	-1.3
> CCOC(=O)c1c(O)c2ccccc2n(CC)c1=O
→ i	i	-1.7
> COc1ccc(C(=O)Cn2c(NCCCO)nc3ccccc32)cc1OC
→ i	i	-3.3
> Cc1cc(C)cc(SCc2noc(C(=O)NCCC(C)C)c2C(=O)NCCC(C)C)c1
→ i	i	0.6
> Cc1ccc(NC(=S)NC(NC(=O)c2ccccc2C)C(Cl)(Cl)Cl)c(C)c1 (stereo not given)
→ i	i	-2.0
> COc1ccc(NC(=O)C(=O)NNC(=O)COc2ccc(Cl)cc2)c(OC)c1
→ i	i	-0.7
> CCN(CC)C(=O)C(=O)Nc1cc(C(F)(F)F)ccc1Cl
→ i	i	-0.9
> CC1(c2ccc(OC(F)F)cc2)NC(=O)N(CC(=O)Nc2cccc(F)c2)C1=O (stereo not given)
→ i	i	-0.7
> COc1ccccc1/C=C\C=N\n1c(-c2ccc(Cl)cc2Cl)n[nH]c1=S
→ i	i	-2.6
> CC(=O)Nc1ccc(SCCCC(=O)c2ccccc2)cc1
→ i	i	-1.4
> CCOc1nc2ccccc2cc1/C=C/C(=O)O
→ i	i	0.7

Next section
SMILES	CHT block	CHT PAM	STK33 kinase inh
Cc1nccc(-c2cccc(NC(=O)c3ccccc3Cl)c2)n1	i	i	0.6
Cc1cc(C)nc(NCC(O)COc2ccccc2C)n1 (stereo not given)	i	i	-1.6
COc1ccc(CNC(=O)CCS(=O)(=O)Cc2ccc(C)cc2)c(OC)c1	i	i	-0.3
COc1ccccc1CNC(=O)CSc1nc2c(oc3ccccc32)c(=O)n1CC1CCCO1 (stereo not given)	i	i	-1.8
Cc1onc(-c2ccccc2)c1C(=O)NCCc1ccncc1	i	i	-1.0
Cc1ccc(NC(=O)COC(=O)c2cccnc2)cc1	i	i	-1.5
CC(=O)OCCOCn1cnn2c(=O)c(Br)c(C)nc12	-5.1*	i	1.7
O=C(c1ccc(Cl)cc1)N1CCN(c2ccc(F)cc2)CC1	i	i	0.7
Cc1c(NC(=O)COc2cccc(Br)c2)c(=O)n(-c2ccccc2)n1C	i	i	-1.0
Cc1ccc(NC(=O)C2CCCN2C(=O)NC2CCCCC2)cc1F (stereo not given)	i	i	-6.2
CC1(C)CC[C@]2(C(=O)O)[C@H](O)C[C@]3(C)C(=CCC4[C@@]5(C)C[C@H](O)[C@H](O)[C@@](C)(CO)C5CC[C@]43C)[C@@H]2C1 (stereo not given in full)	i	i	-0.5
CCc1nc(OCCN(CC)CC)c2oc3ccccc3c2n1	i	i	0.1
CC1CCCC(C)N1c1nnc(NC(=O)Cn2c(=O)oc3ccccc32)s1 (stereo not given)	i	i	-1.9
COc1ccc(-c2csc(NC(CO)c3nc4ccccc4n3CCCO)n2)cc1 (stereo not given)	i	i	3.5
O=C(CNC(=O)c1cccs1)OCC(=O)c1cccs1	i	i	-0.6
O=C(COC(=O)c1cc(Br)ccc1O)NNC(=O)c1ccc(Cl)cc1	i	i	-0.5
NNc1ccc2nnc(C(F)(F)C(F)(F)C(F)(F)F)n2n1	i	i	-1.4
CC(C)CCN1CCN=C1N(C)C	i	i	-0.6
Cc1ccc(C(=O)COC(=O)c2cc(Cl)nc3ccccc23)cc1C	i	i	0.3
COc1cc(N)c(C(=O)c2nccc3cc(OC)c(OC)cc23)cc1OC	i	i	0.1
Cc1ccc(CN(C(=O)c2ccc(Cl)c([N+](=O)[O-])c2)C2CCS(=O)(=O)C2)o1 (stereo not given)	i	i	-1.3
CCOC(=O)C1CCCN(C(=O)c2cc3cc(F)ccc3[nH]2)C1 (stereo not given)	i	i	-1.6
O=C(Cc1cccs1)NCCc1csc(-c2ccccc2)n1	i	i	0.1
CCN1C(=O)/C(=C/c2nc3ccccc3c(=O)[nH]2)c2ccccc21	i	i	1.8
CCSc1ccc(-c2nn(-c3ccccc3)cc2/C=C(/C#N)C(=O)NC)cc1	i	i	1.3
O=C1Cn2c(nc3ccccc32)N1c1cccc(C(F)(F)F)c1	i	i	-0.9
O=C(CN1C(=O)NC2(CCCCCCC2)C1=O)NCc1ccc2c(c1)OCO2	i	i	-2.5
O=[N+]([O-])c1ccc(Oc2cccc3cccnc23)c([N+](=O)[O-])c1	i	i	-0.6
CCCc1cc(=O)[nH]c(SCC(=O)N(Cc2ccccc2)C(C)C)n1	i	i	-2.2
C/C=C/c1ccc(OCC(=O)O)c(OC)c1	i	i	1.1
Cc1ccc(S(=O)(=O)NCc2ccccn2)cc1C	i	i	0.8
O=C(O)[C@@H]1CCCN1C(=O)c1ccccc1N1C(=O)[C@@H]2Cc3c([nH]c4ccccc34)C(c3cccc(Cl)c3)N2C1=O (stereo not given in full)	i	i	0.0
COc1ccc(CN2CCN(Cc3ccc4cc(F)ccc4n3)CC2CCO)c(C)c1C (stereo not given)	i	i	0.5
COc1ccc(C2=NN(c3ccccc3)C(c3ccc(OC)c(OC)c3)C2)cc1 (stereo not given)	i	i	-0.6
CCNc1nc(OC)nc(SCC(N)=O)n1	i	i	-0.5
Cc1ccc(C(=O)N2CCN(c3ccccc3)CC2)cc1S(=O)(=O)N1CCOCC1	i	i	-0.5
Cc1ccc(N=N/C(=C\O)C(=O)c2ccncc2)cc1	i	i	-0.3
CCCc1cc2c(=O)c(-c3ccccn3)c(C)oc2cc1O	-12*	i	-1.0
Cc1cc(C)c(/C=N/NC(=O)c2nnn(-c3nonc3N)c2CN2CCC(C)CC2)c(C)c1	i	i	-1.1
Cn1c(=O)c2nc(-c3ccccc3)oc2c2ccccc21	i	i	-3.3
CCOC(=O)N1CCN(C(=O)CNCc2cccs2)CC1	i	i	-2.9
CCOC(=O)Cc1cc(=O)n(-c2nc3ccccc3s2)[nH]1	i	i	-1.1
O=c1cc(N2CCN(c3ccc(F)cc3)CC2)[nH]c(=O)n1C1CCCCC1	i	i	1.6
COC(=O)c1cc(Br)c(=O)n(CCc2ccc(O)cc2)c1	i	i	-0.8
C=CCn1c(-c2ccco2)n[nH]c1=S	i	i	-1.3
OC1(c2ccc(Cl)cc2)CCN(Cc2cn[nH]c2-c2ccccc2)CC1	i	i	-12
Cc1ccc2c(c1)N(C(=O)CCC(=O)N1CCN(c3ccccc3)CC1)CCO2	i	i	-0.6
CC(=O)Nc1ccc(NC(=O)C2CCN(c3ccc(C(F)(F)F)cn3)CC2)cc1	i	i	0.2
c1ccc(CN2c3ccccc3-c3nc4ccccc4n3C2c2ccccn2)cc1 (stereo not given)	i	6.4*	1.7
O=C(Nn1cnnc1)c1ccccc1CCc1ccccc1	i	i	-0.8
CCc1ccc(OCC(=O)N/N=C\c2ccco2)c([N+](=O)[O-])c1	i	i	-0.6
COCCCn1c(=O)c2sccc2n(Cc2cccc(C)c2)c1=O	i	i	0.1
CC(C)CNS(=O)(=O)c1ccc2c(c1)OCCO2	i	i	-0.4
CCCOc1nc2c(c(=O)n(C)c(=O)n2C)n1CCC	i	i	-0.2
COc1cccc(CNS(=O)(=O)c2ccc3c(c2)oc(=O)n3C)c1	i	i	1.2
O=S(=O)(c1cc(Cl)ccc1Cl)N1CCCC1	i	i	3.0
NC(=O)N/N=C/c1cccc(OCc2ccc(F)cc2)c1	i	i	-0.8
COc1cccc(NC(=O)c2ccc3c(c2)N(CC(=O)N2CCOCC2)C(=O)C(C)(C)O3)c1	i	i	-1.6
COc1ccccc1N1CCN(C(=O)C(=O)c2c[nH]c3ccccc23)CC1	i	i	1.8
COC(=O)CCCC1=CC2=CC(=O)C(C)(OC(=O)c3cccs3)C(=O)C2=CN1Cc1ccco1 (stereo not given)	i	i	0.5
Next structures follow.
SMILES	CHT block	CHT PAM	STK33 kinase inh
Cc1ccc(S(=O)(=O)N2CCC(C(=O)OCc3ccccc3)CC2)cc1C	i	i	-0.1
CCC(=O)Nc1ccc(C2=Nn3c(nnc3C(C)C)SC2)cc1	i	i	0.2
Cc1ccc(/C=N/NC(=O)Cn2nnc(N)n2)cc1	i	i	-0.8
CC1(C(=O)NCCN2CCOCC2)C=CCN1C(=O)c1ccccc1 (stereo not given)	i	i	-0.9
C/C(=N\NC(=O)CNC(=O)c1ccccc1Br)c1ccco1	i	i	-1.2
CCOCCCNC(=O)C1CCCN1C(=O)Nc1ccccc1[N+](=O)[O-] (stereo not given)	i	i	-2.3
Cc1nn(-c2ccc(C(=O)O)cc2)c(=O)c2ccccc12	i	i	0.0
O=C(CN1CCN(c2cccc(Cl)c2)CC1)Nc1ccc([N+](=O)[O-])cc1C(=O)Nc1ccccc1F	i	i	-1.7
CCOC(=O)C(NC(=O)c1cccc(Cl)c1)(OCc1ccc(F)cc1)C(F)(F)F (stereo not given)	i	i	-1.5
CC(C)(C)NCCOCCOc1ccccc1-c1ccccc1	i	i	nt
O=C(CCc1ccccc1)Nc1ccnn1C1CCN(C/C=C/c2ccccc2)CC1	i	i	-1.7
CCN(CC(=O)NC(C)C)C(=O)C(CCSC)NC(=O)c1ccccc1OC (stereo not given)	i	i	-0.3
